Source: PubChem (The Scripps Research Institute Molecular Screening Center)
CHO-K1 Ca antag: nonselective inhibitor or artifact in parental CHO-K1 cells. ATP-induced calcium, Fluo-8 fluorescence. inhibition, % at 3 µM. actives 0.6% (n = 360,000). AID 602250;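 active means inhibition above a per-plate cutoff, the plate's mean sample inhibition plus 3 SD, cut at about 24% in these data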;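 further: 0% = DMSO plus EC80 ATP and 100% = DMSO alone without ATP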
M1 ag parental: counter-screen for M1 agonists: effect in parental CHO-K1 cells | Fluo-8 calcium fluorescence; scaled to maximal ATP response, vehicle zero | activation, % at 3 µM | actives 0.48% (n = 360,000) | AID 602248, 2012; in the data active means activation above about 15%;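 further: untransfected CHO-K1 host cells lacking M1 receptor as counterscreen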
OXTR ag: human OXTR agonists, primary screen, fluorescence, CHO-OTR cells, Fluo-8 calcium; Oxytocin receptor (Homo sapiens), P30559; Fluo-8 calcium fluorescence; normalized: DMSO 0%, oxytocin 100%; activation, % at 3 µM; actives 0.32% (n = 320,000); AID 2435, 2010;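 active means activation above the mean of all tested compounds plus 3 SD, cutoff set per screening run, cut at about 20% in these data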;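 further: peak over basal fluorescence ratio from a 100 s FLIPR kinetic read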
Target sequence (P30559 whole entry, looked up): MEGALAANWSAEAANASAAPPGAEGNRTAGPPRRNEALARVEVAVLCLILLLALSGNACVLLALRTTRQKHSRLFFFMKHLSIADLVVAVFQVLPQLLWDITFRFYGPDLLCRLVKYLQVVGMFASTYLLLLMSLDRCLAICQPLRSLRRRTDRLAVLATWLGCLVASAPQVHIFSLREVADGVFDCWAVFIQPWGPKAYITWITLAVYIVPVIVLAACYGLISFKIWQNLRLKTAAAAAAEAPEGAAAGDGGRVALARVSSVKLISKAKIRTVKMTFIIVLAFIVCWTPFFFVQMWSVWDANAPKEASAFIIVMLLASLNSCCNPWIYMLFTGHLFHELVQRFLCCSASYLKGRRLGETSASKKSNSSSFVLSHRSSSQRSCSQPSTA
GPR7 antagonist: GPR7 receptor antagonists, primary screen, cell-based, fluorescence, single concentration | GPR7-expressing cells, fluorescence antagonist assay | inhibition, % at 4.4 µM | actives 1.1% (n = 290,000); in the data active means inhibition above about 16%, passing the limit was not always enough;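 further: cells stimulated with the agonist NPW; 0% = agonist with vehicle and 100% = vehicle without agonist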
Target sequence (P48145 whole entry, looked up): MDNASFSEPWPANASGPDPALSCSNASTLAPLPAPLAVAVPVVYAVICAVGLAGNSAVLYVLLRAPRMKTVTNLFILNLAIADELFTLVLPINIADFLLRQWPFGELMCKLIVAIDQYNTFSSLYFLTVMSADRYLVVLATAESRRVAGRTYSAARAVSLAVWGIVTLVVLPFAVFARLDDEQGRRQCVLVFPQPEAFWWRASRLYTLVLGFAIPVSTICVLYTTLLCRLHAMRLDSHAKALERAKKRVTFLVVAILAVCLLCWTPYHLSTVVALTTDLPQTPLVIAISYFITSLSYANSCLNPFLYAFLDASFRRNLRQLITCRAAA
TAAR1 antag: human TAAR1 antagonists, primary screen, Fluo-8 calcium fluorescence, CHO RD-HGA16 cells; actives 1.5% (n = 360,000); inhibition, % at 3 µM; antagonist;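 active means inhibition above a per-plate cutoff, the mean inhibition of test compounds on that plate plus 3 SD, cut at about 49% in these data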;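 further: 0% = DMSO plus EC80 beta-PEA response and 100% = DMSO alone without agonist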
Target sequence (Q96RJ0 whole entry, looked up): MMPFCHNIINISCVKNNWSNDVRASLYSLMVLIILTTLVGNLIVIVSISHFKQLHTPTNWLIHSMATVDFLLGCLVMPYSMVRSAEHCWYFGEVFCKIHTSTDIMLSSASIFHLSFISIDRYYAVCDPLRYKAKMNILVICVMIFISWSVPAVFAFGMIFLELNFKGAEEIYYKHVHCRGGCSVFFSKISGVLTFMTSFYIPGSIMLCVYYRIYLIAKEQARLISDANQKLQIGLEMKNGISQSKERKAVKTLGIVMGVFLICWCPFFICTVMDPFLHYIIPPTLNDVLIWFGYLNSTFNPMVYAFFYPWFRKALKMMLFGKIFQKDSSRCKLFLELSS
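Test system: RD-HGA16 CHO cells with stable hTAAR1 and Gα16 / Probe or stimulus: EC80 β-phenethylamine stimulus / Times: seeding 17-24 h prior, 75-min 37 °C, 30-min RT dye loading / Detection: Fluo-8 calcium-sensitive fluorescence / Read-out basis: % inhibition scaled between DMSO and EC80 PEA controls / Repeats: singlicate, one well per test compound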
CHO parental Ca: ATP-evoked calcium signal inhibitors, parental CHO, primary screen, counter-screen for OX1R antagonist project, cell-based, fluorescence, Fluo-8 calcium dye. parental CHO-K1, ATP-induced calcium, Fluo-8 fluorescence. inhibition, % at 5.6 µM. actives 0.63% (n = 330,000). AID 463079, 2010;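 active means inhibition above that plate's mean sample inhibition plus 3 SD, cut at about 26% in these data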;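 further: 0% = ATP-challenged DMSO wells and 100% = DMSO wells without ATP; some compounds past the cut are filed as inactive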
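Assay system – parental CHO cells · Reagent – ATP stimulus · Detection – intracellular calcium via Fluo-8 no-wash fluorescent dye · Evaluation – percent inhibition of ATP-evoked calcium rise, normalized to controls · Controls – ATP wells versus no-ATP DMSO wells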
OXTR potentiator: human OXTR potentiators, primary screen, fluorescence, CHO-OTR cells, Fluo-8 calcium; Fluo-8 calcium fluorescence, potentiator mode; 0% = oxytocin EC15, 100% = EC100; activation, % at 3 µM; actives 0.061% (n = 320,000);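 active means activation above that plate's cutoff, the mean activation of tested compounds plus 3 SD, cut at about 6.6% in these data, passing the limit was not always enough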;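 further: 100% uses oxytocin at 75 nM as the full agonist control; some results filed as inactive read as strong as hits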
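Dosing: Single dose, 3.0 µM nominal final compound concentration | Material: Human OTR in CHO cells | Technique: Kinetic Fluo-8 calcium fluorescence | Benchmarks: EC15 oxytocin alone as 0%, 75 nM oxytocin as 100% | Probe or stimulus: Oxytocin at about EC15, sub-maximal agonist stimulus | Incubation: Compound 6 min at room temperature before oxytocin, 100 s read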
V1aR counter: agonists of human V1a receptor, primary screen, counter-screen for OXTR agonist project, fluorescence, CHO-V1R cells | Fluo-8 calcium fluorescence, agonist mode; 0% DMSO, 100% 3 nM vasopressin | activation, % at 3 µM | AID 2797, 2010 | actives 0.25% (n = 320,000);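 active means activation above the mean activation of all tested compounds plus 3 SD, per screening run, cut at about 20% in these data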;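 further: signal is peak over basal fluorescence ratio across a 100 second FLIPR read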
CHO-K1 Ca PAM: nonselective calcium activators in parental CHO-K1 cells, primary screen, counter-screen for M1 PAM project, cell-based, Fluo-8 calcium fluorescence, full deck, 1536-well | ATP EC20; 0% at ATP EC20, 100% at ATP max | activation, % at 3 µM | actives 0.02% (n = 360,000);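 active means activation above the run cutoff, the mean activation of all test compounds plus 3 SD, cut at about 40% in these data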;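 further: peak over basal fluorescence ratio in a 140 s read after ATP addition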
Active calls of the source: *.

Screening CCn1nc(C)c(CN2CCN(Cc3ccsc3)C(CCO)C2)c1C (stereo not drawn) returned CHO-K1 Ca antag -11, M1 ag parental 1.8, OXTR ag 0.6, GPR7 antagonist -3, TAAR1 antag -38, CHO parental Ca 0, OXTR potentiator -5, V1aR counter 0.2 and CHO-K1 Ca PAM 16.
`O=C(COC(=O)c1cnccn1)NCCc1ccc(Cl)cc1` gave CHO-K1 Ca antag -3, M1 ag parental 1.1, TAAR1 antag -24 and CHO-K1 Ca PAM -14.
For CCC(C)Nc1nc2c(c(=O)n(C)c(=O)n2C)n1C (stereo not drawn) the results were CHO-K1 Ca antag -7, M1 ag parental -0.7, OXTR ag 0.2, GPR7 antagonist -8, TAAR1 antag -5, CHO parental Ca 13, OXTR potentiator -1, V1aR counter 0.2 and CHO-K1 Ca PAM -10.
Screening Cc1oc(-c2cccs2)nc1CN1CCN(CCC(C)C)C(CCO)C1 (stereo not drawn) returned CHO-K1 Ca antag -4, M1 ag parental -0.4, OXTR ag -1.3, GPR7 antagonist 5, TAAR1 antag 15, CHO parental Ca -19, OXTR potentiator -1, V1aR counter -0.7 and CHO-K1 Ca PAM 12.
For CCOC(=O)C1=C(CNCc2ccc(C)cc2)NC(=O)NC1c1ccc(OC)cc1 (stereo not drawn) the results were CHO-K1 Ca antag -6, M1 ag parental -0.2, OXTR ag -2.7, GPR7 antagonist -12, TAAR1 antag -30, CHO parental Ca -35, OXTR potentiator -7, V1aR counter -1.7 and CHO-K1 Ca PAM 11.
Cc1ccc(N=C2SC(C(=O)O)CC(=O)N2C)cc1C (stereo not drawn) was read as CHO-K1 Ca antag -11, M1 ag parental -0.5, OXTR ag 0.0, GPR7 antagonist -3, TAAR1 antag -15, CHO parental Ca 5, OXTR potentiator -13, V1aR counter 1.1 and CHO-K1 Ca PAM 20.
Screening O=C(NC(=S)Nc1ccc(O)cc1)c1ccccc1Cl returned CHO-K1 Ca antag -9, M1 ag parental 0.8, OXTR ag 1.8, GPR7 antagonist -1, TAAR1 antag 2, CHO parental Ca -4, OXTR potentiator -2, V1aR counter 2.6 and CHO-K1 Ca PAM 17.
COc1ccc(S(=O)(=O)N2CCCCCC2)cc1NC(=O)Cc1n[nH]c(=O)c2ccccc12 was read as CHO-K1 Ca antag 13, M1 ag parental 0.0, TAAR1 antag 8 and CHO-K1 Ca PAM 4.
CCN1C(=O)[C@H]2[C@@H](c3ccc(-c4ccc(OC)cc4)cc3)N[C@@](CC(C)C)(C(=O)OC)[C@H]2C1=O was read as CHO-K1 Ca antag -13, M1 ag parental 1.1, OXTR ag 0.4, TAAR1 antag -16, CHO parental Ca -21, OXTR potentiator 4, V1aR counter 0.3 and CHO-K1 Ca PAM 15.
CCNC(=S)NNC(=O)CCn1c2ccccc2c2ccccc21 was read as CHO-K1 Ca antag 2, M1 ag parental 0.3, OXTR ag 3.6, GPR7 antagonist 18, TAAR1 antag -6, CHO parental Ca -2, OXTR potentiator -8, V1aR counter 1.0 and CHO-K1 Ca PAM 1.
Cc1ccc(NC(=O)CNC(=O)c2sc3ccccc3c2Cl)nc1 was read as CHO-K1 Ca antag -2, M1 ag parental 0.7, OXTR ag 1.9, TAAR1 antag 10, CHO parental Ca -9, OXTR potentiator -1, V1aR counter 1.5 and CHO-K1 Ca PAM 4.
For CCn1c(NC(=O)c2cccs2)c(-c2cccs2)c(=O)c2ccccc21 the results were CHO-K1 Ca antag -19, M1 ag parental 0.5, OXTR ag 0.1, GPR7 antagonist 8, TAAR1 antag 8, CHO parental Ca -2, OXTR potentiator 1, V1aR counter -0.2 and CHO-K1 Ca PAM 23.
`N#C/C(=C\c1ccccc1)C(=O)Nc1cc(S(=O)(=O)N2CCOCC2)ccc1N1CCCC1` gave CHO-K1 Ca antag -3, M1 ag parental -0.1, OXTR ag -0.6, GPR7 antagonist -5, TAAR1 antag -15, CHO parental Ca -2, OXTR potentiator -2, V1aR counter -0.7 and CHO-K1 Ca PAM 19.
Screening COC(=O)C(Cc1ccc(O)cc1)NC(=O)CCNC(=O)c1ccco1 (stereo not drawn) returned CHO-K1 Ca antag -15, M1 ag parental 1.3, OXTR ag 0.5, GPR7 antagonist -10, TAAR1 antag 8, CHO parental Ca 5, OXTR potentiator 1, V1aR counter 0.1 and CHO-K1 Ca PAM 5.
Screening O=C(Nc1ccc(O)cc1)C1CCCN1S(=O)(=O)c1ccc(F)cc1 (stereo not drawn) returned CHO-K1 Ca antag -10, M1 ag parental 1.4, OXTR ag 1.6, GPR7 antagonist -1, TAAR1 antag 1, CHO parental Ca 0, OXTR potentiator -9, V1aR counter 0.6 and CHO-K1 Ca PAM 20.
`CN(C)c1ccc(CNn2cnnc2)cc1` gave CHO-K1 Ca antag -7, M1 ag parental 1.4, OXTR ag 4.1, GPR7 antagonist -9, TAAR1 antag -6, CHO parental Ca -11, OXTR potentiator 1, V1aR counter -0.4 and CHO-K1 Ca PAM 23.
Screening O=C(c1ccc(N2CCOCC2)c([N+](=O)[O-])c1)N1CCN(c2ccccc2)CC1 returned CHO-K1 Ca antag -9, M1 ag parental 0.7, TAAR1 antag -1 and CHO-K1 Ca PAM 3.
Cn1cc(CC(=O)NCCCN2CCCC2)c2ccccc21 was read as CHO-K1 Ca antag -16, M1 ag parental 0.2, OXTR ag -0.9, GPR7 antagonist 0, TAAR1 antag -10, CHO parental Ca -9, OXTR potentiator -8, V1aR counter -0.9 and CHO-K1 Ca PAM 25.
For Cc1cccc(NC(=S)N(CCN(C)C)C(C)c2ccccn2)c1 (stereo not drawn) the results were CHO-K1 Ca antag -13, M1 ag parental 0.2, OXTR ag 0.2, GPR7 antagonist -5, TAAR1 antag 10, CHO parental Ca -15, OXTR potentiator -3, V1aR counter 1.5 and CHO-K1 Ca PAM 13.
`CC(=O)Nc1ccc(NC(=O)C2CCCN2C(=O)NC2CCCCC2)cc1` (stereo not drawn) gave CHO-K1 Ca antag -11, M1 ag parental 1.5, OXTR ag 0.6, GPR7 antagonist -15, TAAR1 antag -5, CHO parental Ca -6, OXTR potentiator 1, V1aR counter 1.3 and CHO-K1 Ca PAM 5.

The final 2 entries of the section above are carried over, then new ones follow:
For Cc1cccc(NC(=S)N(CCN(C)C)C(C)c2ccccn2)c1 (stereo not drawn) the results were CHO-K1 Ca antag -13, M1 ag parental 0.2, OXTR ag 0.2, GPR7 antagonist -5, TAAR1 antag 10, CHO parental Ca -15, OXTR potentiator -3, V1aR counter 1.5 and CHO-K1 Ca PAM 13.
`CC(=O)Nc1ccc(NC(=O)C2CCCN2C(=O)NC2CCCCC2)cc1` (stereo not drawn) gave CHO-K1 Ca antag -11, M1 ag parental 1.5, OXTR ag 0.6, GPR7 antagonist -15, TAAR1 antag -5, CHO parental Ca -6, OXTR potentiator 1, V1aR counter 1.3 and CHO-K1 Ca PAM 5.
`O=C(O)/C=C/c1cn(-c2ccccc2)nc1-c1cc2ccccc2o1` gave CHO-K1 Ca antag 0, M1 ag parental 0.1, OXTR ag 5.3, GPR7 antagonist -7, TAAR1 antag 18, CHO parental Ca -1, OXTR potentiator -5, V1aR counter 4.7 and CHO-K1 Ca PAM -3.
O=C(CNC(=O)c1ccco1)Nc1ccncc1 was read as CHO-K1 Ca antag 4, M1 ag parental 0.9, OXTR ag 0.6, TAAR1 antag -2, CHO parental Ca 7, OXTR potentiator -3, V1aR counter 1.1 and CHO-K1 Ca PAM 12.
CCOC(=O)/C(C#N)=C1/C=CN(Cc2ccccc2)C=N1 was read as CHO-K1 Ca antag -2, M1 ag parental 0.2, OXTR ag 0.6, GPR7 antagonist 9, TAAR1 antag -8, CHO parental Ca 3, OXTR potentiator -3, V1aR counter 1.1 and CHO-K1 Ca PAM 14.
`CCOc1ccccc1NC(=O)COC(=O)C1CC(=O)N(c2c(C)cccc2C)C1` (stereo not drawn) gave CHO-K1 Ca antag -20, M1 ag parental 3.5, OXTR ag -0.4, GPR7 antagonist 8, TAAR1 antag 10, CHO parental Ca -10, OXTR potentiator -5, V1aR counter 1.0 and CHO-K1 Ca PAM 10.
For CCS(=O)(=O)N1CCCC(C(=O)NCc2cccc(OC)c2)C1 (stereo not drawn) the results were CHO-K1 Ca antag 0, M1 ag parental 0.3, OXTR ag -0.5, GPR7 antagonist -11, TAAR1 antag -4, CHO parental Ca 1, OXTR potentiator 0, V1aR counter 0.8 and CHO-K1 Ca PAM 11.
Screening CCN1C(=NCC2CC2)N[C@@H](c2cccc(C(F)(F)F)c2)C(C(=O)OC)=C1C returned CHO-K1 Ca antag -5, M1 ag parental 0.4, OXTR ag 4.2, GPR7 antagonist 24, CHO parental Ca -21, OXTR potentiator -1, V1aR counter 1.9 and CHO-K1 Ca PAM 7.
For O=C(CC1C(=O)NCCN1CC1CCCCC1)NCc1ccc(Cl)cc1 (stereo not drawn) the results were CHO-K1 Ca antag -5, M1 ag parental 0.6, OXTR ag -1.8, GPR7 antagonist -8, TAAR1 antag 17, CHO parental Ca -23, OXTR potentiator -8, V1aR counter -1.6 and CHO-K1 Ca PAM 11.
O=C(NCc1ccccc1)C(=O)NCC(c1ccco1)N1CCOCC1 (stereo not drawn) was read as CHO-K1 Ca antag -9, M1 ag parental 1.2, OXTR ag -0.7, GPR7 antagonist -5, CHO parental Ca -4, OXTR potentiator -4, V1aR counter 0.6 and CHO-K1 Ca PAM 15.
`Cc1csc(NC(=O)CSc2sc3c(O)cc(=O)[nH]c3c2C#N)n1` gave CHO-K1 Ca antag -18, M1 ag parental 0.3, OXTR ag 0.1, GPR7 antagonist 2, TAAR1 antag -16, CHO parental Ca 4, OXTR potentiator -6, V1aR counter -0.2 and CHO-K1 Ca PAM 6.
Screening COCCCNC(=O)CN1C(=O)CSc2ccc(S(=O)(=O)N3CCOCC3)cc21 returned CHO-K1 Ca antag -8, M1 ag parental 0.3, OXTR ag -1.0, GPR7 antagonist 4, TAAR1 antag -18, CHO parental Ca -11, OXTR potentiator -12, V1aR counter -0.1 and CHO-K1 Ca PAM 1.
CCOc1ccc(C(C)=O)cc1CN1C(=O)NC2(CCCCCC2)C1=O was read as CHO-K1 Ca antag -8, M1 ag parental 0.2, OXTR ag 0.6, GPR7 antagonist 16, TAAR1 antag -4, CHO parental Ca -12, OXTR potentiator -5, V1aR counter 0.2 and CHO-K1 Ca PAM 11.
Screening Cc1csc(=NC(=O)c2ccccc2)n1C returned CHO-K1 Ca antag 11, M1 ag parental 0.0, OXTR ag -1.2, GPR7 antagonist -13, TAAR1 antag -7, CHO parental Ca -6, OXTR potentiator -1, V1aR counter 1.4 and CHO-K1 Ca PAM -5.
